Mdm2 MdmX PPI: human Mdm2/MdmX binding inhibition. inhibition, % at 8 µM. 330,000 tested, 3% active. SaOS-2 split-luciferase Mdm2/MdmX complementation, luminescence;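 active = inhibition of at least 50% at 8 µM in the primary screen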
NLRP3 yeast inh: NALP3 inhibition in yeast. 330,000 tested, 0.39% active. inhibition, % at 10 µM. Yeast reconstituted NLRP3/ASC/caspase-1, beta-gal luminescence, 24 h. AID 2825;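 active = inhibition of 50% or more; inactive = inhibition below 50%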;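 note: plate controls were induced DMSO wells for no effect and uninduced yeast grown without galactose for full effect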
CHOP UPR activ: apoptotic UPR (CHOP) activation; CHO-CHOP luciferase reporter, luminescence; percent of tunicamycin response over DMSO baseline; activation, % at 10 µM; 330,000 tested, 0.34% active; AID 449763;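 active = at 10 µM dose, activation of 40% or more, normalized to positive control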;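 note: 100% = tunicamycin at 10 µg/mL and 0% = DMSO alone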
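Assay system: CHO cells with stable CHOP pathway luciferase reporter; Buffer or medium: F12 plus 10% serum; Times: 16-18 h cell attachment, then 6 h compound exposure, 37 °C; Signal: luciferase luminescence; Read-out basis: percent activation relative to tunicamycin control; Control set: tunicamycin high control, DMSO low control.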
UPR XBP1 act: activators of adaptive arm of unfolded protein response (XBP1); CHO-XBP1 luciferase reporter, IRE1-XBP1 UPR activation, luminescence; percent of tunicamycin response, DMSO as zero; 330,000 tested, 0.33% active; AID 463104; activation, % at 20 µM;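 active = versus positive control, 20 µM dose yields 30% or more activation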;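 note: 100% = tunicamycin at 10 µg/mL and 0% = DMSO only wells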
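Material: CHO cell line with stable XBP1 luciferase reporter; schedule: 16-18 h cell attachment at 37 °C, then 6 h compound exposure; signal: glow luminescence from Steady-Glo reagent; medium: serum-containing F12 medium, 10% FBS; benchmarks: tunicamycin 10 µg/mL and vehicle-only wells; read-out: percent activation relative to tunicamycin reference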
tim10-1 inh: growth inhibitors of tim10-1 mutant yeast; S. cerevisiae tim10-1 ts strain growth, BacTiter-Glo, 24 h; 330,000 tested, 2.2% active; inhibition, % at 20 µM;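 active = inhibition of at least 40%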;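 note: mutant grown at 25 °C; 0% = DMSO wells with yeast and 100% = wells holding no yeast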
APJ ag: agonists of human APJ apelin receptor. AID 2520. 330,000 tested, 0.11% active. activation, % at 20 µM. CHO-K1 APJ PathHunter beta-arrestin, luminescence; 0% DMSO wells, 100% apelin;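 active = activation more than six SD over the plate average, tested at 20 µM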;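 note: 0% = DMSO alone and 100% = apelin-13 at 10 nM; some results filed as inactive read as strong as hits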
Target sequence (P35414 whole entry, looked up): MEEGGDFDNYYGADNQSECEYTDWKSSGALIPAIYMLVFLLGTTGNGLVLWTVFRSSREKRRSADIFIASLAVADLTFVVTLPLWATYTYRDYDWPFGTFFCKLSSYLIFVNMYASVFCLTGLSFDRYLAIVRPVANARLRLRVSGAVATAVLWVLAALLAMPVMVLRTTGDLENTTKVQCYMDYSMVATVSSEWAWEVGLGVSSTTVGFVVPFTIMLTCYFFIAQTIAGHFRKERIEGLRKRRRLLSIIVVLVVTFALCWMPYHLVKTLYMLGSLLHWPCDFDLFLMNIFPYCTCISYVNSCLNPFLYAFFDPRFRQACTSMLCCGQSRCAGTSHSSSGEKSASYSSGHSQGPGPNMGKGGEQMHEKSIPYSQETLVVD
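Material: CHO-K1 APJ beta-arrestin complementation cell line; Input: cell density 1000 per well; Incubation: compound stimulation 90 min at 25 °C, detection 60 min; Signal: luminescence from split beta-galactosidase complementation, Galacton Star/Emerald II substrate; Controls: DMSO-only wells as negative, 10 nM Apelin-13 as positive control.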
NR3A LBD binder: modulators (binders) of human NR3A ligand-binding domain | Tm shift relative to glycine control, % at 25 µM | NR3A LBD differential scanning fluorimetry, Tm shift; 0% = protein alone, 100% = glycine-bound protein | 340,000 tested, 2.5% active | AID 1259313;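 active = melting temperature shift of at least 10% of the positive control shift, at one fixed dose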
TIM10 inh: TIM10 yeast growth inhibition; S. cerevisiae TIM10 strain growth, BacTiter-Glo luminescence, 24 h; inhibition, % at 10 µM; 330,000 tested, 1.4% active;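 active = inhibition of 40% or more at the single tested concentration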;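 note: wild-type TIM10 isogenic control strain grown at permissive 25 °C; 0% = DMSO yeast wells and 100% = minimal medium wells without yeast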
tim23-1 inh: inhibits growth of tim23-1 mutant yeast; S. cerevisiae tim23-1 growth, BacTiter-Glo luminescence, 24 h; inhibition, % at 20 µM; 330,000 tested, 1.3% active; AID 463212;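 active = growth inhibition of the mutant yeast at or above 50%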;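 note: temperature-sensitive mutant grown at 25 °C; plate controls were DMSO-treated mutant yeast for no effect and medium wells lacking yeast for full effect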
Active calls of the source: *; · = not tested or not shown.

compound	TIM10 inh	NLRP3 yeast inh	UPR XBP1 act	APJ ag	Mdm2 MdmX PPI	tim10-1 inh	NR3A LBD binder	tim23-1 inh	CHOP UPR activ
C[C@]12CCC3C(CC[C@H]4CC(O)CC[C@]34C)C1CC/C2=N/NC(=O)c1ccncc1 (some centres undefined)	-17	56*	-2	-3	12	-18	-1	8	0.5
CN(C)CCN(C(=O)c1ccc(N2C(=O)CCC2=O)cc1)c1nc2cc3c(cc2s1)OCCO3	5	4	4	-3	-43	0	·	14	1.8
CC(C)[C@H](NC(=O)C1CCCC1)c1nc2ccccc2[nH]1	1	-9	-1	0	29	1	0	10	-1.8
CSc1ccccc1OCc1cc(C(=O)N2CCC(Oc3cccnc3)CC2)no1	40	17	-4	1	2	43*	·	39	0.5
Cc1cc([N+](=O)[O-])cnc1NC(C)c1ccccc1 (centres undefined)	8	8	6	-4	-16	21	-2	16	1.2
CC(C)C(=O)NC(Nc1ccccc1F)C(Cl)(Cl)Cl (centres undefined)	8	9	0	-5	12	18	-1	-5	1.2
O=C(c1ccc2c(c1)OCCO2)N1CCN(Cc2ccccc2)CC1	-12	-8	-2	-2	7	12	0	5	-0.3
COc1ccc(N2CCN(C(=O)c3c(-c4ccccc4)noc3C)CC2)cc1	10	12	-4	-1	13	16	-4	9	-1.5
O=C(COc1ccccc1)Nc1c2c(nn1-c1ccccc1)CS(=O)(=O)C2	1	8	-6	-1	-4	1	0	-1	-1.7
NS(=O)(=O)c1cccc(NS(=O)(=O)c2ccc(/C=C/C(=O)OCC(=O)c3ccccc3)cc2)c1	-4	2	-1	-6	20	4	2	-3	-1.1
Cc1cccc(S(=O)(=O)Nc2ccncc2)c1	5	13	7	-3	-18	9	0	-9	0.1
O=C(O)CN1C(=O)/C(=C2\SC(=S)N(C(Cc3ccccc3)C(=O)O)C2=O)c2ccccc21 (centres undefined)	6	23	-3	1	5	18	1	14	4.4
Cc1cc(C)n(Cc2ccc(NC(=O)c3c([N+](=O)[O-])c(C)nn3C)cc2)n1	-7	10	0	0	0	-10	-1	7	-1.3
C#CCOc1c(Cl)cc(/C=N/NC(N)=S)cc1OCC	25	22	3	2	-15	21	-17	28	5.9
CCCn1c(C(C)Nc2nc(-c3ccc(C)cc3)cs2)nc2cc(Cl)c(N3CCCCC3)cc21 (centres undefined)	-18	16	2	-7	19	15	-2	22	1.6
CN(c1ccccc1)S(=O)(=O)c1cccc(NC(=O)CCNC(=O)c2ccc(Cl)cc2)c1	-2	10	-2	-3	38	13	1	12	0.7
Cc1ccc(S(=O)(=O)N(C)C)cc1NC(=O)c1sccc1Cl	3	2	-1	-1	16	19	1	5	-0.1
CCOC(=O)c1cnc2c(c(C)nn2-c2ccc(C)cc2)c1Cl	7	0	-1	1	-23	-16	2	8	6.0
CC(C)(C)OC(=O)N1CCC(C(=O)N[C@@H](Cc2c[nH]c3ccccc23)C(=O)O)CC1	-4	4	-4	-3	6	11	1	8	-0.9
COc1c2ccc(OCC/C(C)=C/C(=O)C=C(C)C)cc2nc2occc12	-1	31	-2	-1	4	2	-3	24	-0.1
CC1(C)Cc2c(c(N3CCOCC3)nc3sc(-c4ccc(C(=O)O)o4)c(N)c23)CO1	4	8	-4	5	15	-11	1	5	0.8
O=C(Nc1ccc(Cl)cc1)N1CCSC1=NCc1ccccc1	7	26	0	-1	8	-7	-1	-5	1.0
CC1=C(C(=O)OCC2CCCO2)C(c2coc3ccc(C)cc3c2=O)C2=C(CCCC2=O)N1 (centres undefined)	-1	5	21	0	18	2	-2	9	3.0
O=C(COC(=O)Cc1ccccc1F)Nc1ccc2c(c1)OCO2	24	-1	0	1	3	18	-1	7	1.7
Nc1ncc(-c2ccccc2)c(-c2ccc(O)cc2O)n1	3	6	1	-2	61*	13	-34	12	-1.9
CCNC(=O)c1ccccc1-c1nc(-c2ccccc2)no1	3	19	0	-1	-1	-12	0	5	1.5
COc1ccc(C)cc1NC(=O)c1ccc2c(c1)C(=O)N(Cc1ccncc1)C2=O	3	-6	-4	-5	7	6	0	5	-1.3
Cc1ccc(-c2nc3ccccc3s2)cc1NC(=O)c1ccc2c(c1)OCO2	-14	10	-1	0	15	-4	-2	-10	1.2
O=C(Cn1cnc2c(nnn2Cc2ccc(F)cc2)c1=O)Nc1ccccc1	-1	-7	0	-5	18	5	1	3	0.5
C=CCNC(=S)NNC(=O)c1cc(C)nc2ccccc12	8	20	-1	-5	14	16	-1	11	0.6

13 structures from above, ordered by length of the SMILES, ascending.
compound	TIM10 inh	NLRP3 yeast inh	UPR XBP1 act	APJ ag	Mdm2 MdmX PPI	tim10-1 inh	NR3A LBD binder	tim23-1 inh	CHOP UPR activ
C#CCOc1c(Cl)cc(/C=N/NC(N)=S)cc1OCC	25	22	3	2	-15	21	-17	28	5.9
CCNC(=O)c1ccccc1-c1nc(-c2ccccc2)no1	3	19	0	-1	-1	-12	0	5	1.5
O=C(Nc1ccc(Cl)cc1)N1CCSC1=NCc1ccccc1	7	26	0	-1	8	-7	-1	-5	1.0
CCOC(=O)c1cnc2c(c(C)nn2-c2ccc(C)cc2)c1Cl	7	0	-1	1	-23	-16	2	8	6.0
CC(C)[C@H](NC(=O)C1CCCC1)c1nc2ccccc2[nH]1	1	-9	-1	0	29	1	0	10	-1.8
O=C(Cn1cnc2c(nnn2Cc2ccc(F)cc2)c1=O)Nc1ccccc1	-1	-7	0	-5	18	5	1	3	0.5
Cc1ccc(-c2nc3ccccc3s2)cc1NC(=O)c1ccc2c(c1)OCO2	-14	10	-1	0	15	-4	-2	-10	1.2
O=C(COc1ccccc1)Nc1c2c(nn1-c1ccccc1)CS(=O)(=O)C2	1	8	-6	-1	-4	1	0	-1	-1.7
COc1ccc(C)cc1NC(=O)c1ccc2c(c1)C(=O)N(Cc1ccncc1)C2=O	3	-6	-4	-5	7	6	0	5	-1.3
CN(c1ccccc1)S(=O)(=O)c1cccc(NC(=O)CCNC(=O)c2ccc(Cl)cc2)c1	-2	10	-2	-3	38	13	1	12	0.7
CCCn1c(C(C)Nc2nc(-c3ccc(C)cc3)cs2)nc2cc(Cl)c(N3CCCCC3)cc21 (centres undefined)	-18	16	2	-7	19	15	-2	22	1.6
O=C(O)CN1C(=O)/C(=C2\SC(=S)N(C(Cc3ccccc3)C(=O)O)C2=O)c2ccccc21 (centres undefined)	6	23	-3	1	5	18	1	14	4.4
NS(=O)(=O)c1cccc(NS(=O)(=O)c2ccc(/C=C/C(=O)OCC(=O)c3ccccc3)cc2)c1	-4	2	-1	-6	20	4	2	-3	-1.1

Compound profiles, from the list above. Order of screens: TIM10 inh, NLRP3 yeast inh, UPR XBP1 act, APJ ag, Mdm2 MdmX PPI, tim10-1 inh, NR3A LBD binder, tim23-1 inh, CHOP UPR activ
`C#CCOc1c(Cl)cc(/C=N/NC(N)=S)cc1OCC` reads 25, 22, 3, 2, -15, 21, -17, 28, 5.9
`CN(C)CCN(C(=O)c1ccc(N2C(=O)CCC2=O)cc1)c1nc2cc3c(cc2s1)OCCO3` reads 5, 4, 4, -3, -43, 0, ·, 14, 1.8

Further compounds.
compound	TIM10 inh	NLRP3 yeast inh	UPR XBP1 act	APJ ag	Mdm2 MdmX PPI	tim10-1 inh	NR3A LBD binder	tim23-1 inh	CHOP UPR activ
Cc1cccc(CNC(=O)c2ccccc2NC(=O)C2=CSCCO2)c1	0	18	-8	-3	5	21	0	15	-1.7
COc1cccc(NC(=O)CSc2nnc(-c3cccs3)n2C)c1	-5	-2	4	-2	8	0	-1	-3	-0.1
CCOC(=O)c1c(S(=O)(=O)N2CCCC(C(=O)Nc3cccc(C)n3)C2)c(C)n(C)c1C (centres undefined)	-8	13	-5	-1	8	2	-3	-13	-0.2
Cc1ccc(NC(=O)CCSc2nnc(-c3ccco3)o2)cc1	12	30	0	3	16	4	0	16	1.5
C/C(=N/OCO/N=C(/C)c1ccc(F)cc1)c1ccc(F)cc1	-6	8	0	3	36	3	-2	-2	1.6
S=C1c2ccccc2CN1c1ccccc1	7	15	0	-3	-3	24	0	19	3.1
COc1ccc2cc(C(c3nnnn3Cc3ccccc3)N3CCCCCC3)c(=O)[nH]c2c1 (centres undefined)	6	7	-2	-1	9	9	0	11	-1.0
Clc1ccc(CNCCCSc2ncccn2)cc1Cl	-15	19	-5	-4	-13	-25	1	-9	0.5
Cc1cc2c(cc1S(=O)(=O)NCc1ccc(N(C)C)cc1)OCC(=O)N2	3	-6	-1	-2	16	4	-1	-6	0.4
CCn1nc(C)cc1C(=O)Sc1cccc(Cl)c1	-7	-10	49*	-5	-4	-12	4	-29	5.4
Cc1oc(-c2ccccc2F)nc1CS(=O)CC(=O)NCc1ccccc1 (centres undefined)	6	7	-3	0	38	23	0	12	-0.1
c1ccc(-c2cnnc3ccccc23)cc1	-10	-2	1	-1	7	0	2	-4	-0.4
CC(C)n1nc(Cc2cccc3ccccc23)c(C#N)c1N	3	10	2	1	17	8	-1	19	0.0
Cc1nnc(SCC(=O)N2CCN(c3ccccc3)CC2)n1-c1ccccc1	3	10	-4	1	15	25	-2	20	-0.4
C#CCOCCOCCOCCNc1nc(N2CCN(C(=O)[C@H](CCCCN)n3cc(CN)nn3)CC2)nc(N2CCN(C(=O)[C@H](CCC(=O)O)n3cc([C@@H](N)CCSC)nn3)CC2)n1	-1	22	-2	-3	-8	-4	0	-1	-1.2
COc1ccc(NC(=O)C2C3CCC(O3)C2C(=O)O)c(C)c1 (centres undefined)	-8	16	-3	-2	-26	8	-2	10	-1.5
N#C/C(=N\Nc1ccccc1)C(=N)N1CCOCC1	6	-6	2	-1	-21	7	0	3	2.5
C=CC[C@H](CC(=O)NCCO)C(=O)N[C@H](COC(=O)[C@@H](CC=C)CC(=O)OC(C)(C)C)Cc1ccccc1	-1	21	0	2	9	-7	-1	6	4.5
CCn1c2ccc(F)cc2c2nnc(SCCN3CCCCC3)nc21	3	26	0	-2	9	11	1	5	0.1
CCN(CC(=O)NCc1cccs1)C(=O)/C=C/c1cc(OC)ccc1OC	6	6	0	-4	2	14	-2	24	5.2
O=C(c1cccc2c1-c1ccccc1C2)N1CCCCC1	-14	16	-4	-6	25	-5	0	-14	5.7
CCn1c(SCC(=O)c2c[nH]c3ccccc23)nc2cc(S(=O)(=O)N3CCOCC3)ccc21	3	-2	-1	1	5	1	3	0	3.9
CCOc1ccccc1NC(=O)c1nnn(CC(=O)Nc2ccc3c(c2)OCO3)c1N	2	18	-3	8	-3	-8	1	7	-0.2
Cc1cc(/C=C2/NC(=O)N(Cc3ccccc3F)C2=O)c(C)n1-c1ccccn1	-2	-19	3	-1	-34	17	-3	10	2.4
CN(CC(=O)Nc1ncn[nH]1)S(=O)(=O)c1cc(Cl)ccc1Cl	8	7	-3	0	40	4	1	6	-0.2
CN(C)c1cccc(C(=O)OCc2cc(=O)oc3cc(O)ccc23)c1	21	5	1	2	-72	26	-6	-7	2.4
